HTRA1 inh: blocks human HTRA1 serine peptidase. AID 504803. Q92743. inhibition, % at 5.96 µM. 0.5% of 340,000 active. recombinant HTRA1, FP-rhodamine activity-based probe, fluorescence polarization; in the data active = inhibition above about 36%;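 also: 0% = enzyme with DMSO and 100% = wells lacking enzyme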
TCR-CD3 inh: inhibitors of human TCR-CD3 interaction; TAMRA-labeled TCR probe fluorescence, biochemical; inhibition, % at 9.4 µM; 0.37% of 360,000 active; AID 651800; in the data active = inhibition above about 19%;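 also: recombinant mutant TCR 2C K166C tagged with TAMRA read by polarization; 0% = receptor in buffer alone and 100% = receptor with positive control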
TDP2 inh: blocks human TDP2 phosphodiesterase activity | O95551 | recombinant TDP2, T5PNP hydrolysis, p-nitrophenol absorbance 415 nm | inhibition, % at 12.8 µM | 0.34% of 370,000 active;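 active = inhibition above the mean of all tested compounds plus 3 SD, set per campaign, cut at about 25% in these data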;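 also: 0% = DMSO with enzyme and 100% = buffer with substrate but no TDP2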
Target sequence (O95551 whole entry, looked up): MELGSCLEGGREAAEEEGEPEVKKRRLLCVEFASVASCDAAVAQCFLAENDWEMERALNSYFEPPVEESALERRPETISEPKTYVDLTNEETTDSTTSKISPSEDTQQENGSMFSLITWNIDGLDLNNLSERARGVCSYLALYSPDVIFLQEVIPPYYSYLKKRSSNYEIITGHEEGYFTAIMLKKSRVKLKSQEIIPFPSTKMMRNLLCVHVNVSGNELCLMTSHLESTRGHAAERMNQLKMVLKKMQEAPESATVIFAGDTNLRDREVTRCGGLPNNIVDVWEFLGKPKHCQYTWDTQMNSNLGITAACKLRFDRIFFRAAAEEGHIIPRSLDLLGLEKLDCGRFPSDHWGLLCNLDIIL
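Incubation: 2 h at 37 °C; Test system: recombinant human TDP2; Quantity: enzyme 120 nM; Read-out basis: percent inhibition; Medium: 50 mM Tris-HCl pH 7.5 with Mg2+, KCl, DTT, BSA; Repeats: single replicate; Compound: 12.8 µM single point, 1% DMSO; Signal: epi absorbance; Reagent: 5 mM T5PNP chromogenic substrate; Benchmarks: no-enzyme high, DMSO-plus-enzyme low.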
SIAE primary: blocks human sialic acid acetylesterase; SIAE FP-Rh probe binding, fluorescence polarization; inhibition, % at 9.66 µM; 0.69% of 370,000 active; AID 1053197;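 active = inhibition above a cutoff: mean of compounds within the control limits plus 3 SD of those, cut at about 17% in these data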;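 also: 0% = plate median of compound wells and 100% = probe without SIAE protein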
Target sequence (Q9HAT2 whole entry, looked up): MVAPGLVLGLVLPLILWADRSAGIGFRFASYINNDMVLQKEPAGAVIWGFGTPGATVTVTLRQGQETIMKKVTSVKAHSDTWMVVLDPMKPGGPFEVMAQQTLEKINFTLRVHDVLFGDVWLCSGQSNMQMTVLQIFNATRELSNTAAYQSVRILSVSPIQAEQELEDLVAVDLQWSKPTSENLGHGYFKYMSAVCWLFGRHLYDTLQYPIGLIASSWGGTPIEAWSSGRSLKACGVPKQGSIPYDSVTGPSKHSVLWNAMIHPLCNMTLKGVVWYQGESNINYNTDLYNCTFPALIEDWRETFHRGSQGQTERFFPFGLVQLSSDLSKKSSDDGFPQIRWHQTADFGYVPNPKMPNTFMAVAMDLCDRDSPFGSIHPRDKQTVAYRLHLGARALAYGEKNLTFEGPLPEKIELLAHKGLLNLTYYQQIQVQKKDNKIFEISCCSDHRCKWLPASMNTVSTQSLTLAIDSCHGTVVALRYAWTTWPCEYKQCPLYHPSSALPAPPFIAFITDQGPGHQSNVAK
ABHD4 inh: inhibits mouse alpha/beta hydrolase domain 4 | purified mABHD4, FP-Rh probe fluorescence polarization | inhibition, % at 8.92 µM | Q8VD66 | 0.54% of 370,000 active | AID 720543;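 active = inhibition exceeding the mean over every tested compound plus 3 SD, cut at about 30% in these data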;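 also: 0% = plate median of compound wells and 100% = S159A mutant with DMSO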
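Material: mouse ABHD4 enzyme, wild type; Benchmarks: S159A mutant high control, sample median low control; Buffer or medium: HEPES pH 7.0, NaCl, Pluronic buffer; Signal: fluorescence polarization; Read-out: percent inhibition of probe binding, normalized to plate controls; Timing: pre-incubation 45 min, probe exposure 60 min, at 25 °C; Dosing: 8.92 µM, single dose.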
rCAG binder: molecules binding r(CAG) RNA repeats. inhibition, % at 3 µM. 1.3% of 370,000 active. r(CAG) RNA repeat, TO-PRO-1 dye displacement fluorescence;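 active = inhibition above the plate cutoff, the mean of all test compounds on that plate plus 3 SD, cut at about 35% in these data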;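 also: 0% = DMSO alone and 100% = 100 µM mitoxantrone as full dye displacement; higher means more dye released from RNA so lower well fluorescence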
Rev-erbA mod: modulators of human Rev-erb alpha DNA binding | P20393 | Rev-erbα–FITC-DNA binding, fluorescence polarization, 90 min | activity, % at 10 µM | 0.79% of 370,000 active | AID 1259318;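 active = activity above about 14%, limit read from the data; passing the limit was not always enough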;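 also: 0% = DMSO wells with 35 nM protein and 100% = DMSO wells with 750 nM protein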
PRMT1 inh: PRMT1 (human) inhibition, primary screen. Q99873. recombinant PRMT1, activity-based probe fluorescence polarization. inhibition, % at 2.79 µM. 1.3% of 370,000 active;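 active = inhibition above about 21% made by adding two undisclosed values, limit read from the data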
PG9 Ab binder: binds the HIV-1 gp120 antibody PG9 | 0.43% of 360,000 active | AID 624416 | TR-FRET gp120-PG9 antibody binding | inhibition, % at 6.7 µM; in the data active = inhibition above about 8.5%
LEDGF integ inh: blocks HIV-1 LEDGF/p75-dependent DNA integration. AID 743269. TR-FRET IN-LEDGF/p75 DNA integration, Eu/Cy5. inhibition, % at 3.7 µM. 0.64% of 370,000 active;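 active = inhibition above the screen-wide mean plus 3 SD, cut at about 13% in these data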;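 also: signal is the Cy5 over europium emission ratio at 671 and 618 nm; 0% = plate median of compound wells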
An asterisk follows results filed as active; nt = no result given. An excerpt; rates above refer to the full screens.

smiles,HTRA1 inh,TCR-CD3 inh,TDP2 inh,SIAE primary,ABHD4 inh,rCAG binder,Rev-erbA mod,PRMT1 inh,PG9 Ab binder,LEDGF integ inh
CCC(/C=C1\Oc2ccc(OC)cc2N1C)=C\c1sc2ccccc2[n+]1CCCS(=O)(=O)[O-],-59.8,-32.6,-0.1,-58.7,-82.5,25.6,-4.7,49.4*,-2.5,-1.1
Cc1ccc(S(=O)(=O)Nc2cc(C)c(O)cc2C)cc1,nt,3.7,2.2,-3.8,-6.8,1.6,6.0,-2.1,-0.5,-1.7
Cn1c(=O)c(S(=O)C2CCCCC2)c(O)c2ccccc21 (configuration not stated),5.1,-9.5,-3.0,-6.5,5.2,-0.2,-3.9,10.5,-0.8,-5.2
Cc1cc(NS(=O)(=O)c2ccc(NC(=O)CCCOc3ccccc3C)cc2)no1,2.9,1.4,-4.6,-4.2,-5.3,37.8*,3.0,-5.3,-2.6,-4.2
CCOc1ccc(OCCC(=O)OCC(=O)c2c(N)n(C)c(=O)n(C)c2=O)cc1,3.2,-1.9,12.6,8.2,-1.5,-1.6,-0.9,-4.2,-1.1,5.5
CCOC(=O)NC(Nc1sc2c(c1C(=O)OC)CCN(C)C2)(C(F)(F)F)C(F)(F)F,-2.1,0.3,2.6,-0.8,-5.8,-1.3,-0.8,-1.8,0.0,-3.3
CCOc1ccc(NC(=O)N2CCCC2C(=O)NCc2ccco2)cc1 (configuration not stated),1.4,1.9,-11.2,2.4,2.1,-0.2,5.6,-4.4,-1.6,0.2
C=C(C)C(=O)Nc1cccc(C2=NOC3(C2)C[C@@H](C(N)=O)N(C(=O)[C@H]2CCC(=O)N2)C3)c1 (some centres not stated),-0.3,-1.1,-2.5,-4.7,2.0,1.1,1.1,0.2,2.9,28.0*
Cc1ccc(C2(C)NC(=O)N(CC(=O)NNC(=O)c3ccoc3C)C2=O)cc1 (configuration not stated),-2.9,-1.7,12.2,5.5,0.4,0.0,9.0,-7.7,-0.6,5.8
O=C1NN(c2ccccc2)C(=O)/C1=C/c1ccc(-c2ccc(C(=O)O)cc2)o1,12.0,7.5,1.2,3.3,11.5,33.5,-5.2,15.6,-8.5,4.9
O=C(O)CCCCCCCCc1cn(Cc2ccc(C(=O)c3ccccc3)cc2)nn1,1.0,0.5,1.8,2.2,6.6,16.6,-7.3,1.3,-0.9,0.8
CC(=O)c1cccc(NC(=O)CCc2nnc3ccc(N4CCN(C)CC4)nn23)c1,-3.0,-3.5,2.8,-2.6,5.4,-7.0,-2.7,0.9,0.6,-2.9
O=C(c1cccc([N+](=O)[O-])c1)N1CCCN(C(=O)c2cccc([N+](=O)[O-])c2)CC1,-1.5,-1.9,11.0,7.2,-7.5,-1.6,2.1,-2.2,-0.1,1.1
COc1ccc(Cc2nnc(SCC(=O)NC(C)c3ccccc3)o2)cc1 (configuration not stated),-0.3,-2.7,71.7*,5.6,-0.7,7.0,-4.4,0.5,-0.4,-0.9
CCOC(=O)[C@H]1[C@H]2COc3ccc(Cl)cc3[C@@H]2N2C(=O)CN(Cc3ccc(OC)cc3)C(=O)[C@@]12C,-17.4,4.0,12.9,3.3,-3.3,-1.4,1.6,-2.8,-2.0,0.2
O=C(NN=C1C2CC3CC(C2)CC1C3)c1cccs1,-13.4,5.6,5.3,7.5,-3.5,-0.7,5.2,-0.7,0.3,-0.4
Nc1nonc1-n1nnc(C(=O)O)c1-c1cccs1,4.8,6.3,3.6,9.2,2.5,-3.6,4.2,-0.9,0.1,-3.1
COc1ccc(S(=O)(=O)N(C)c2ccc(C(=O)N3CCOCC3)cc2)cc1,-0.3,1.5,-2.9,-2.3,5.2,-2.7,-7.8,-0.6,-2.5,-1.4
COc1ccccc1/C=C1/SC(=O)N(CCC(=O)Nc2ccc(S(=O)(=O)Nc3nccs3)cc2)C1=O,-24.5,7.4,-0.9,-23.0,-62.0,78.9*,0.5,0.4,-1.2,1.8
C=C(C)CNC(=O)c1ccc(OC2CCN(C(=O)COC)CC2)cc1,4.9,-1.2,-0.8,-2.0,4.7,-2.1,3.8,-1.0,0.7,3.8

Remaining list, next part:
smiles,HTRA1 inh,TCR-CD3 inh,TDP2 inh,SIAE primary,ABHD4 inh,rCAG binder,Rev-erbA mod,PRMT1 inh,PG9 Ab binder,LEDGF integ inh
O=C(NCCNc1nccc(C(F)(F)F)n1)c1cccs1,-1.1,-10.2,0.0,-2.9,-3.5,-0.8,-3.6,-2.9,-3.2,4.2
Cc1ccc(NNC(=O)c2c(F)cccc2Cl)cc1C,2.8,-4.4,-3.8,2.1,-2.8,0.9,-2.3,0.4,-3.2,2.2
COc1ccc(C(=O)C2CCCN(C(=O)c3cccc(Cl)c3F)C2)cc1OC (configuration not stated),-2.9,-0.7,-6.9,-8.8,1.6,-6.0,3.0,4.7,-0.8,-8.3
COc1ccc(-c2coc3cc4oc(=O)c5ccccc5c4cc23)cc1F,-21.3,0.5,-3.9,-15.9,-3.2,7.6,1.0,-1.4,0.0,-0.9
O=C(COC(=O)c1ccc2c(c1)OCCO2)Nc1ccc(F)cc1,-12.9,3.4,-10.7,-3.9,-6.5,-10.6,-8.1,-3.5,-0.8,0.0
CCOC(=O)C[C@H]1c2ccccc2S(=O)(=O)N1c1cccc(OC)c1,-4.3,-2.8,1.4,8.1,2.1,1.7,4.7,-3.3,-1.6,0.9
Cc1cc(Cl)n2c(nc3ccccc32)c1C#N,5.6,-3.6,1.5,-4.2,1.5,0.0,-3.2,11.1,-2.3,-6.2
c1ccc2[nH]c(-c3nc4ccccc4[nH]3)nc2c1,80.8*,-4.5,0.0,47.9*,-4.2,4.2,11.4,-2.7,0.2,0.7
Cc1ccsc1/C=N/NC(=O)c1nnn(-c2nonc2N)c1-c1ccc2c(c1)OCO2,-6.8,-2.0,-6.4,-8.6,-0.3,8.7,4.8,6.0,-0.3,-2.5
O=C(NNC(=O)c1cc(-c2ccc(Cl)c(Cl)c2)nc2ccccc12)Nc1ccccc1,-26.2,7.1,6.0,-78.9,3.0,12.3,1.9,0.4,-0.5,2.4
COC(=O)c1cc(S(=O)(=O)N2CCN(C(=O)C3CCCO3)CC2)cn1C (configuration not stated),nt,nt,-2.3,-4.5,-3.2,1.7,5.9,-1.9,nt,8.6
CC(C)(C)c1ccc(C(=O)NC2CCN(Cc3ccccc3)CC2)cc1,-3.6,2.8,4.7,11.3,4.6,-0.8,-1.9,-2.4,0.3,-2.0
CCOc1cccc(-c2cc(C(=O)N3N=C(C)CC3(O)C(F)F)c3ccccc3n2)c1 (configuration not stated),-23.3,4.9,-27.3,-17.3,-32.0,2.1,-4.1,-2.8,-0.7,3.9
COC(=O)c1ccccc1NC(=O)CCS(=O)(=O)c1ccc(Br)s1,-11.7,4.6,-0.3,9.3,-3.6,-1.3,nt,-3.4,-0.7,0.6
COc1cc(C)c(Br)cc1S(=O)(=O)NCc1ccccc1,4.0,-2.6,-0.5,-0.1,1.1,1.2,-9.4,3.5,1.0,-1.7
Cc1cc(S(=O)(=O)Nc2ccc(C(=O)N3CCN(c4ccccc4O)CC3)cc2)ccc1F,-6.8,-6.2,-18.0,-1.8,-6.2,12.9,3.0,-1.5,-5.0,2.8
COc1ccc(N(CC(=O)Nc2ccc(C)c(C)c2)S(=O)(=O)c2c(C)noc2C)cc1,-23.5,1.2,0.6,-10.3,-6.0,0.3,-4.7,2.4,0.9,-0.9
O=S(=O)(c1ccc(NCc2ccc(F)cc2)nc1)N1CCCC1,2.4,-2.3,10.4,-1.9,2.3,-5.8,-4.6,0.3,-0.7,-7.5
O=C(Nc1cccnc1)C(Cc1ccccc1)n1cccc1 (configuration not stated),-1.6,-1.0,9.9,1.7,3.3,5.0,5.6,8.4,-0.8,-2.3
O=C(Nc1ccc(Cl)c(Cl)c1)c1ccncc1,-12.3,6.9,7.4,-5.6,-9.7,5.5,5.4,-1.5,0.8,-3.5

Other results.
smiles,HTRA1 inh,TCR-CD3 inh,TDP2 inh,SIAE primary,ABHD4 inh,rCAG binder,Rev-erbA mod,PRMT1 inh,PG9 Ab binder,LEDGF integ inh
O=C(N/N=C/c1ccc(F)cc1)c1ccncc1,8.0,-6.1,-4.2,4.5,-3.9,1.9,-0.8,1.1,-1.6,2.8
CN(C)S(=O)(=O)n1cc(/C=C(\NC(=O)c2ccccc2Cl)C(=O)NCCN2CCOCC2)c2ccccc21,1.8,4.5,-27.6,-7.2,-12.1,3.0,-2.8,-5.0,-2.1,-1.7
COc1ccc(N(CC(=O)NN=C2CCCC2)S(=O)(=O)c2ccccc2)cc1,-18.4,-6.3,-11.5,-4.5,-22.3,1.9,5.7,0.7,1.6,2.4
CSc1ccc(CN2CCN(S(=O)(=O)Cc3ccccc3)CC2)cc1,2.5,-3.4,19.2,-2.8,12.0,-8.3,1.8,6.2,-0.1,-2.4
CN(CC(=O)Nc1ccc(F)c(F)c1)S(=O)(=O)c1cccc2nsnc12,2.9,7.0,5.1,-9.8,3.2,-0.7,1.3,-0.4,-2.2,1.0
CCCc1nc(-c2cc3ccccc3[nH]c2=O)no1,-1.6,1.9,3.9,-1.8,0.6,5.5,2.3,1.5,2.4,0.7
CC(C)(NC(=O)N1CCCC1)c1cccc(C(C)(C)NC(=O)N2CCCC2)c1,1.9,-1.7,0.9,0.0,7.0,-3.8,-1.9,-0.7,0.9,4.8
FCCCOc1ccc(-c2nccc(-c3ccc(Cl)cc3)n2)cc1,-7.5,3.7,1.3,-5.3,-4.9,-0.6,2.5,-2.1,-0.7,2.5
CC1(C)C(=O)NCCN1C(=O)CCC(=O)O,-2.5,-4.7,-3.8,-3.1,-6.7,3.1,-3.0,0.5,-1.4,1.2
COc1cc(OC)cc(C(=O)Oc2c(CN3CCOCC3)cc(Cl)c3cccnc23)c1,38.4*,3.4,6.4,12.8,8.1,0.1,4.5,0.9,-1.4,1.3
Cc1ncsc1C(=O)NCc1ccc(N2CCCC2=O)cc1,6.1,8.1,-18.4,-14.9,-10.0,2.1,-5.2,0.2,-1.5,5.5
CSCCC(C(=O)Nc1c(C)cccc1C)n1c(-c2cc(C)cs2)nc2ccccc21 (configuration not stated),nt,-2.3,-3.5,-0.4,1.1,4.8,12.9,6.7,7.9,-1.5
COc1ccc(S(=O)(=O)Nc2nnc(C)s2)cc1,4.2,-1.0,-3.0,-0.1,-0.8,0.5,3.7,0.5,-1.5,-1.7
COC(=O)COc1ccc(NC(=O)C2CCCO2)cc1 (configuration not stated),3.0,8.0,-7.2,0.0,1.4,0.1,3.4,1.1,-1.2,-0.3
COc1ccc(Cl)cc1NC(=O)c1nc2nc(C)cc(C(F)F)n2n1,-6.8,-3.3,9.7,-10.7,3.5,6.2,12.4,3.9,-0.5,-4.1

Retrieved by structure from above:
smiles,HTRA1 inh,TCR-CD3 inh,TDP2 inh,SIAE primary,ABHD4 inh,rCAG binder,Rev-erbA mod,PRMT1 inh,PG9 Ab binder,LEDGF integ inh
CCCc1nc(-c2cc3ccccc3[nH]c2=O)no1,-1.6,1.9,3.9,-1.8,0.6,5.5,2.3,1.5,2.4,0.7
CC1(C)C(=O)NCCN1C(=O)CCC(=O)O,-2.5,-4.7,-3.8,-3.1,-6.7,3.1,-3.0,0.5,-1.4,1.2
